# Assay outcomes as filed in PubChem.
# A549 tox = Nrf2 qHTS screen for inhibitors: counterscreen for cytotoxicity; A549 ARE-Fluc cells, CellTiter-Fluor viability, 18-24 h; Potency, µM (series often up to 46 µM), inactives show at the highest dose activity change, negative = cytotoxicity, usual class: inhibitors; hit rate 0.16% among 390,000; note: potency is the fitted concentration of half-maximal effect; % is set by controls: 0 for no effect and ±100 for the full control effect
#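 A549 ARE_Fluc cells in 5% FBS OPTI-MEM were exposed to compounds in concentration-response for 18-24 h at 37 deg C. Viability was read by CellTiter-Fluor fluorescence (Ex 405/Em 525) after 30 min, before the luciferase read.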
# Akt phos inh = HTS Assay for Inhibitors of Akt Phophorylation: Primary Screen; Neuro2A IGF-stimulated pAkt S473 HTRF, 20 min; active compounds read low; activity change, % for hits at 50 µM; hit rate 0.32% among 360,000; AID 651550, 2012; in the data active = activity change below about -80%; inconclusive = mostly about -51% to -80%; note: % is set by controls: 0 for no effect and ±100 for the full control effect
#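 Neuro2A cells (4,500/well, DMEM with 0.5% FBS) were treated with compound at a single 50 µM final concentration, stimulated with 6 nM IGF for 20 min at 37 °C, and lysed. Phospho-Akt Ser473 was read by HTRF as 665/615 ratio ×10^4.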
# Mm-Cpn inhibitor = Inhibitors of TCP-1 ring complex (TRiC) of Methanococcus maripaludis (MmCpn): qHTS | purified Mm-Cpn ATPase, ADP Transcreener TR-FRET | Potency, µM (series often up to 76.9 µM), without a hit: top-dose activity, negative = inhibition, usual class: inhibitors | hit rate 0.031% among 330,000; note: potency is the fitted concentration of half-maximal effect; % is set by controls: 0 for no effect and ±100 for the full control effect; nearly all actives have a fitted effect of over 80% in size
#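 Quantitative HTS used 25 nM Mm-CPN and 10 uM ATP in magnesium/KCl Tris buffer, pH 7.4, with 1 mM DTT. Hydrolysis ran 30 min at 37°C; ADP was read by HTRF.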
# Nrf2 activator = qHTS of Nrf2 Activators; AREc32 ARE-luciferase reporter (MCF7-derived line), luminescence, 24 h; Potency, µM (doses to about 46.1 µM), for inactives: at the top dose activation, actives largely listed as activators; hit rate 0.31% among 410,000; note: potency is the fitted concentration of half-maximal effect; % of control where 0% means no effect; nearly all actives have a fitted effect of over 65% in size
#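 AREc32 cells carrying an ARE-driven firefly luciferase reporter were seeded at 1000 cells/well in OPTI-MEM with 5% FBS, then exposed to compound for 24 hr at 37 deg C. Luminescence was read with Steady-Glo after 30 min at RT.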
# TGFb SMAD3 inh = qHTS for Inhibitors of TGF-b | HepG2 CAGA-GFP TGF-b/SMAD3 reporter, GFP fluorescence, 18 h; TGF-beta stimulated, 500 pg/mL final | Potency, µM (highest dose often 46.1 µM), for the others: at the top dose activity, negative = inhibition, most hits filed as inhibitors | hit rate 1.2% among 410,000; note: potency is the fitted concentration of half-maximal effect; % is set by controls: 0 for no effect and ±100 for the full control effect; nearly all actives have a fitted effect of over 65% in size
#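 HEPG2 CAGA-GFP reporter cells (1000/well, DMEM with 1% FBS) received compounds, then recombinant TGF-beta at 500 pg/mL final for 18 hours at 37 degrees C. Per-cell GFP summed per well was normalised to unstimulated and stimulated DMSO controls before curve fitting.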
# ATXN viability = Viability Counterscreen for Primary qHTS for Inhibitors of ATXN expression | S2 cells (HEK-293 line with an ATXN2-luciferase reporter) viability, CellTiter-Fluor protease fluorescence, 24 h | hit rate 0.49% among 400,000 | Potency, µM (highest dose often 56.7 µM), usual class: cytotoxic; note: potency is the fitted concentration of half-maximal effect; nearly all actives have a fitted effect of over 40% in size
# CCT modulator = High-Throughput Screening for Modulators of Cytosolic Chaperonin Activity. purified chaperonin ATPase assay, HTRF ADP detection, 30 min. activity change, % (test concentration not listed), hits read low. hit rate 0.3% among 360,000. AID 651819, 2012; in the data active = activity change below about -30%; note: % is set by controls: 0 for no effect and ±100 for the full control effect
#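 ATPase activity: ADP formed was measured by HTRF Transcreener (665/615 nm ratio) after 30 min at 37 deg C with 10 uM ATP. Compounds screened at one 76 uM concentration against 40 or 20 nM TRiC in Tris pH 7.4/KCl/MgCl2/DTT buffer.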
# HepG2 tox = qHTS for Inhibitors of TGF-b: Cytotox Counterscreen. HepG2 CAGA-GFP viability, ATP luminescence, 18 h. hit rate 0.76% among 410,000. Potency, µM (highest dose often 46.1 µM), for the others: at the top dose activity change, negative = cytotoxicity, actives largely listed as cytotoxic; note: potency is the fitted concentration of half-maximal effect; some results filed as inactive show a strong effect at the top dose
#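 HepG2 CAGA-GFP cells (1000/well, DMEM with 1% FBS) received compound, then TGF-beta at 500 pg/mL final, and were incubated 18 hours at 37 degrees C. Viability was read by CellTiter-Glo luminescence. Media-only wells were set as complete cell-killing and DMSO as no toxicity.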
# Nrf2 block = Nrf2 qHTS screen for inhibitors | A549 ARE-Fluc reporter, luciferase luminescence, 18-24 h | Potency, µM (highest dose often 46 µM), for the others: at the highest dose activity change, negative = inhibition, usual class: inhibitors | hit rate 2.1% among 360,000; note: potency is the fitted concentration of half-maximal effect; % is set by controls: 0 for no effect and ±100 for the full control effect; nearly all actives have a fitted effect of over 60% in size
#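 Cells were seeded and rested 2 h, then exposed to compounds for 18-24 h. CellTiter-Fluor was read first as a viability measure. BugLite was added 15 min before the final luminescent read of ARE-luciferase activity in A549 cells.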
# Numbers without * were called inactive; i = inactive; ? = inconclusive; nt = not tested or not shown; & = joins results of further samples. Unless noted, calls come from the whole dose curve; as a rule, active = well fitted curve in the direction sought with a large enough effect; inconclusive = small, poorly fitted or top-dose-only effect, or another doubt; inactive = no such curve, though single readings can be large; an effect the other way counts as inactive or inconclusive.
# Below each compound – A549 tox	TGFb SMAD3 inh	Nrf2 block	Nrf2 activator	Akt phos inh	HepG2 tox	CCT modulator	ATXN viability	Mm-Cpn inhibitor
1. Cc1cccc2c(N=O)c(O)[nH]c12
→ -5%	?	-17%	4.0%	i	-10%	-0.7	i	-1%
2. CSc1nc2c(c(=O)[nH]1)C(c1cccc(Cl)c1)CC(=O)N2 (centres undefined)
→ -2%	16%	-2%	0.2%	i	-2%	-2.1	i	2%
3. O=C(CN1C(=O)c2ccccc2C1=O)Nc1cc(C(=O)O)cc(C(=O)O)c1
→ -1%	3%	1%	-0.3%	i	4%	0.6	i	1%
4. CCC(=O)Nc1ccc(S(=O)(=O)Nc2ccccn2)cc1
→ 4%	-9%	-16%	0.2%	i	-6%	0.3	i	-1%
5. COc1ccc(Cc2nc(=S)[nH][nH]2)cc1Br
→ 4%	?	15%	0.4%	i	0%	-6.3	i	2%
6. Nn1c(SCC(=O)Nc2ccc(S(N)(=O)=O)cc2)nnc1-c1ccco1
→ 0%	-1%	2%	-0.7%	i	7%	2.2	?	-3%
7. Cc1nnsc1C(=O)N1CCCC(N2CCN(c3ccc(F)cc3)CC2)C1 (centres undefined)
→ -1%	-2%	10%	0.3%	i	4%	-1.3	i	-1%
8. Cc1cc2ncn(C(=O)N3CCCCCC3)c2cc1C
→ -10%	-29%	6%	0.4%	i	0%	-3.5	i	0%
9. COc1ccc(-c2noc(CCC(=O)NCCc3ccccc3)n2)cc1
→ -2%	-17%	-13%	0.6%	i	0%	-1.4	i	3%
10. O=C(CC1(O)C(=O)Nc2ccccc21)c1cccc(-n2cccc2)c1 (centres undefined)
→ 14%	-19%	1%	2.8%	i	-24%	0.6	i	-3%
11. CC(=O)Nc1ccc(NS(=O)(=O)c2cc(Cl)ccc2Cl)cc1
→ 3%	7%	-3%	0.1%	i	1%	-2.7	i	-1%
12. CC(C)Oc1ccc(N2CC(C(=O)NC3=NCCS3)CC2=O)cc1 (centres undefined)
→ 3%	3%	5%	0.1%	i	-1%	-2.7	i	8%
13. NC(=O)c1c(NC(=O)c2cccc(N3C(=O)CCC3=O)c2)sc2c1CCCCC2
→ -3%	0%	1%	0.1%	i	23%	-20	i	0%
14. Nc1ccccc1SCC(=O)Nc1ccc2c(c1)OCCO2
→ ?	29%	?	6.5%	i	3%	0.9	i	-1%
15. Cc1ccc(C)c(N(CC(=O)N/N=C/c2ccc(-c3ccc([N+](=O)[O-])cc3)o2)S(=O)(=O)c2ccccc2)c1
→ -2%	?	-26%	0.0%	i	-14%	0.5	i	2%
16. Cc1c2cnn(CC(=O)N3CCN(c4ccc(F)cc4)CC3)c(=O)c2c(C)n1Cc1ccc(F)cc1
→ -11%	?	?	4.2%	nt	1%	nt	nt	nt
17. Cc1cc(C)n2nc(SCC(=O)NC3(C#N)CCCCC3)nc2n1
→ nt	-1%	nt	-1.5%	i	5%	3.1	i	nt
18. CCc1c(C)sc2c1CCN(Cc1ccccc1C#N)C2c1ccccc1 (centres undefined)
→ -4%	23%	nt	8.0%	nt	-20%	nt	i	nt
19. CC1CCN(c2c(NCc3ccc(C(=O)NCC4COc5ccccc5O4)cc3)c(=O)c2=O)CC1 (centres undefined)
→ -1%	-1%	-21%	0.1%	i	-16%	-0.8	i	nt
20. COc1ccccc1CNC(=O)c1oc2ccc(S(=O)(=O)N3CCOCC3)cc2c1C
→ 3%	9%	-24%	-0.3%	i	-1%	0.8	i	0%

# Results in ATXN viability and HepG2 tox, for some of the entries so far:
entry | smiles | ATXN viability | HepG2 tox
5 | COc1ccc(Cc2nc(=S)[nH][nH]2)cc1Br | i | 0%
6 | Nn1c(SCC(=O)Nc2ccc(S(N)(=O)=O)cc2)nnc1-c1ccco1 | ? | 7%

# (listing goes on)
# Below each compound – A549 tox	TGFb SMAD3 inh	Nrf2 block	Nrf2 activator	Akt phos inh	HepG2 tox	CCT modulator	ATXN viability	Mm-Cpn inhibitor
21. O=C1c2ccccc2C(=O)N1CCn1nc(Cl)nc1Cl
→ 9%	?	10%	-0.6%	i	11%	0.6	i	-1%
22. O=C(O)c1ccccc1NCc1cccs1
→ -2%	18%	5%	-0.4%	i	-6%	0.7	i	0%
23. CCCCn1c(N)c(N(CCC(C)C)C(=O)COC(=O)c2ccccc2)c(=O)[nH]c1=O
→ -15%	17%	?	1.0%	i	4%	0.5	i	-1%
24. COc1cccc(N2CCN(C(=O)c3ccc(CS(=O)c4ccccc4C)o3)CC2)c1 (centres undefined)
→ -18%	-15%	18%	0.0%	i	-6%	0.5	i	-2%
25. COC(=O)c1sc(S(=O)(=O)Nc2ccc(C)cc2)c(C(=O)OC)c1C
→ -1%	-15%	-6%	-0.2%	i	3%	0.5	i	-1%
26. COCC(C)n1c(C)cc(C(=O)CSc2nc3ccccc3c(=O)[nH]2)c1C (centres undefined)
→ -13%	15%	?	0.4%	i	-42%	-3.7	i	-1%
27. CCCCC[C@@H](C)N1C[C@@H](COCc2ccccc2)Oc2cc(N3CCC[C@@H]3COC)ccc2S1(=O)=O
→ nt	nt	nt	0.1%	i	nt	-0.4	i	nt
28. O=C(c1ccco1)n1nc(NCc2ccccc2)nc1NCc1ccccc1
→ -1%	-10%	nt	1.7%	i	-19%	-3.9	i	1%
29. Cc1oc2c(c(C)cc3oc(=O)c(CC(=O)NCCc4ccccc4)c(C)c32)c1C
→ 9%	-16%	25%	2.6%	nt	-16%	nt	nt	nt
30. COc1ccccc1OCC(=O)NNC(=O)C(=O)N1CCCC1
→ 4%	6%	-2%	0.5%	i	1%	-0.5	i	4%
31. Cc1ccc(NC(=O)c2cc(NC(=O)C3CC=CCC3C(=O)O)ccc2N2CCOCC2)cc1 (centres undefined)
→ 3%	-7%	2%	3.3%	i	-2%	-2.3	i	2%
32. CC(CN1CCOCC1)C(=O)c1ccccc1 (centres undefined)
→ -3%	-6%	4%	2.9%	i	0%	-3.1	i	-1%
33. COc1ccc(/C(C)=N/Nc2nccnc2Cl)cc1
→ 0%	?	?	14%	i	-64%	-0.5	i	0%
34. COCCn1c(C)cc(C(=O)COC(=O)CNC(=O)c2ccccc2)c1C
→ 6%	9%	4%	0.2%	i	-3%	-4.1	i	1%
35. Cc1ccc(N(CC(=O)NCc2ccc(F)cc2)S(=O)(=O)c2c(C)n[nH]c2C)cc1
→ -1%	-2%	-1%	-0.4%	i	-3%	1.3	i	1%
36. O=C(CCC(=O)Nc1ccccc1)NNS(=O)(=O)c1ccc(Cl)cc1
→ 1%	4%	2%	-0.9%	i	5%	1.4	i	-4%
37. C[N+]1(CC(=O)Nc2ccc(F)cc2)CCN(C(=O)c2ccco2)CC1
→ -28%	14%	9%	-0.6%	i	-36%	-0.9	i	1%
38. CCC(NS(=O)(=O)c1ccc(C)cc1)C(=O)N1CCC2(O)CCCCC2C1 (centres undefined)
→ 2%	5%	nt	-0.2%	i	1%	2.2	i	1%
39. COc1cc(C(=O)NCC2CCCCC2)ccc1OCc1c(C)noc1C
→ 1%	-2%	1%	-0.4%	i	2%	-5.5	i	0%
40. O=C(Nc1ccc(SC(F)F)cc1)C1CC(=O)N(Cc2ccccc2)C1 (centres undefined)
→ -3%	2%	14%	0.3%	i	-2%	0.9	i	1%
41. CCCCC(CC)C(=O)Oc1ccc(O)c(C(C)(C)C)c1 (centres undefined)
→ 0%	14µM*	-25%	8.2%	i	-95%	1.7	?	3%
42. N#Cc1c(NC(=O)CSc2nc(-c3ccccc3)cc(C(F)(F)F)n2)sc2c1CCC2
→ 0%	-6%	?	-1.0%	i	-21%	0.1	i	1%
43. Fc1ccc2[nH]c3c(c2c1)CN(C(=S)NCc1ccccc1)CC3
→ 1%	?	?	-0.6%	i	-31%	-2.8	i	1%
44. COc1cc(CNC(=O)Nc2nnc([C@@H]3C[C@H](O)[C@@H](CO)O3)s2)cc(OC)c1OC
→ nt	2%	nt	0.4%	i	-6%	-0.5	i	nt
45. CC(C)C(O)(C#CCN1CCCC1)c1ccccc1 (centres undefined)
→ 3%	4%	3%	0.4%	i	-1%	-4.4	?	-2%
46. O=C(Nc1ccccc1OC(F)F)c1oc2ccccc2c1COc1ccccc1
→ -15%	-1%	-30%	4.0%	i	-2%	2.4	i	2%
47. O=S(=O)(c1ccc(-c2cnc(C3CC3)o2)cc1)N1CCN(c2ccccc2F)CC1
→ -6%	?	nt	-0.1%	nt	0%	nt	i	nt
48. COc1cccc(-n2c(SCC(=O)Nc3cc(C)on3)nc3c([nH]c4ccccc43)c2=O)c1
→ -16%	-10%	?	6.7%	i	-18%	-1.4	?	-1%
49. COc1ccc(CNC(=O)CCc2nc(-c3ccc(OC)cc3)no2)cc1
→ -3%	-16%	7%	4.2%	nt	-15%	nt	?	nt
50. CC(C)CCNC(=O)/C=C/c1ccc(Br)cc1
→ 3%	?	6%	-0.5%	i	-27%	0.1	i	3%
51. Oc1c(CN2CCCC2)cc(COCc2ccccc2)c2cccnc12
→ -12%	4.5µM*	16µM*	-1.2%	nt	-29%	nt	?	2%&1%
52. Cc1sc2cc3c(c(C(=O)c4ccccc4)[n+]2c1C)-c1cccc2cccc-3c12
→ ?	?	?	0.1%	i	-2%	0.2	?	-1%
53. COC(=O)c1ccccc1NC(=O)CSc1nc(O)c(-c2ccccc2)c(=O)[nH]1
→ 0%	-14%	2%	-0.8%	i	-39%	-1.3	i	0%
54. O=C(Nc1ccc2[nH]c(=O)[nH]c2c1)c1ccc(Cl)c(Cl)c1
→ -8%	1%	4%	-0.3%	i	0%	-0.1	i	1%
55. COc1ccccc1NS(=O)(=O)c1ccc(C(=O)NCC(c2cccs2)N2CCOCC2)cc1 (centres undefined)
→ 3%	-9%	-22%	0.0%	i	-13%	1.3	i	-1%
